PPARg SRC3 recr: PPARgamma agonists recruiting SRC-3 coactivator, primary screen, biochemical; Peroxisome proliferator-activated receptor gamma (Homo sapiens), P37231; biochemical PPARgamma/SRC-3 coactivator recruitment assay; activation, % at 8 µM; hit rate 0.26% among 200,000; AID 731, 2007; in the data active = activation above about 23%;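 note: 0% = DMSO and 100% = reference agonist; some compounds past the cut are filed as inactive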
Target sequence (P37231 whole entry, looked up): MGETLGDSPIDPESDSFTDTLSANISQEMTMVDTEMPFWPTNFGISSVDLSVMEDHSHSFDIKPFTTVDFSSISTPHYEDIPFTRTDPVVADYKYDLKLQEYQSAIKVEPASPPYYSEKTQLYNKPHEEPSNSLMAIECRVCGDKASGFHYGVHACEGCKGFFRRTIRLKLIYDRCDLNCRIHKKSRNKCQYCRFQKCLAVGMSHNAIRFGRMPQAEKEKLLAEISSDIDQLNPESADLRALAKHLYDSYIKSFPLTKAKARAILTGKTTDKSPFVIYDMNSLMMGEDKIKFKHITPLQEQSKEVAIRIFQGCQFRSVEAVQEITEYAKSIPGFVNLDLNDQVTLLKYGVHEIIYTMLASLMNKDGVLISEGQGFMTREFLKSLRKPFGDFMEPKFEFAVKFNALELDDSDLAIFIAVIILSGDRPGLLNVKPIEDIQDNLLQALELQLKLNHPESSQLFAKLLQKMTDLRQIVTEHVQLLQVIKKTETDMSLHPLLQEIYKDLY
HMGR II inh: inhibitors of E. faecalis class II HMGR, primary screen, biochemical, Enterococcus faecalis | purified E. faecalis HMGR, NADPH absorbance 340 nm kinetic | inhibition, % at 10 µM | hit rate 0.41% among 190,000 | AID 1066, 2008;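 active = inhibition above a set limit, the median over all tested compounds plus 3 SD, cut at about 9.5% in these data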;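 note: enzyme runs in reverse so mevalonate oxidation gives rising NADPH absorbance; 0% = complete reaction with DMSO and 100% = background rate lacking mevalonate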
PPARg SRC-2 ag: agonists of PPARg-SRC-2 recruitment, primary screen, biochemical, HTS; Peroxisome proliferator-activated receptor gamma (Homo sapiens), P37231; PPARgamma LBD-SRC-2 recruitment; activation, % at 8 µM; hit rate 0.34% among 200,000; AID 1032, 2008; in the data active = activation above about 22%;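 note: 0% = vehicle and 100% = reference agonist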
ROMK mod: ROMK potassium channel modulators, primary screen, cell-based, thallium flux, MLSMR library | ATP-sensitive inward rectifier potassium channel 1 (Homo sapiens), P48048 | Tet-inducible ROMK, thallium flux fluorescence; actives lie on both sides | B-score at 10 µM | hit rate 2% among 130,000;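 active = signal ratio slope over the read window, or its plate-corrected B-score, at least 3 SD from the plate mean, either direction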;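 note: B-score of the F/F0 ratio slope over 7 to 12 s after thallium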
Target sequence (P48048 whole entry, looked up): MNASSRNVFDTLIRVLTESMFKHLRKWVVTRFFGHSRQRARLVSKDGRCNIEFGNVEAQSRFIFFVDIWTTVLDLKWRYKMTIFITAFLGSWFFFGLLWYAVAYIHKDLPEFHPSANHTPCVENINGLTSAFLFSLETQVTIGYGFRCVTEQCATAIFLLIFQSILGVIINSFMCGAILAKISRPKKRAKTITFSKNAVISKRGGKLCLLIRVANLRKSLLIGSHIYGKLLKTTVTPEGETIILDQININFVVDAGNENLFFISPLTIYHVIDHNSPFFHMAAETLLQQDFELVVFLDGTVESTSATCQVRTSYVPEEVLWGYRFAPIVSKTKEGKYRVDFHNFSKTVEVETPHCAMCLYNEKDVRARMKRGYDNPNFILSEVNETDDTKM
Lmaj promast: Leishmania major promastigote growth inhibition, primary screen. Leishmania major promastigotes, resazurin fluorescence viability. inhibition, % at 10 µM. hit rate 9% among 200,000; in the data active = inhibition above about 50%;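 note: promastigotes grown with compound for 44 hours at 28 °C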
Redox H2O2 prof: compounds producing H2O2 with reducing agent – biochemical, NIH compound library profiling, artefact control for MLSCN library redox annotation, primary screen; hit rate 0.03% among 200,000; AID 878, 2007; DTT-dependent redox cycling H2O2, phenol red/HRP absorbance; 100% = 100 µM peroxide control, 0% = buffer; activation, % at 10 µM;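 active = activation of at least 50% relative to the plate's high and low controls in the primary single-dose screen; inactive = activation below 50%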;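 note: compound incubated with DTT at 0.8 mM final as the reducing agent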
SRC2 TRFRET art: TR-FRET signal artefacts, primary screen, artefact control for PPARgamma SRC-2 agonist project, biochemical; TR-FRET artefact counter-screen; active compounds read high; TR-FRET ratio at 8 µM; hit rate 0.4% among 200,000; AID 1049, 2008; in the data active = TR-FRET ratio above about 2000; note: inactives centre near 1500
PPARg SRC-1 ag: PPARgamma agonists recruiting SRC-1 coactivator, primary screen, biochemical; PPARgamma-SRC-1 coactivator recruitment biochemical assay; activation, % at 8 µM; Peroxisome proliferator-activated receptor gamma (Homo sapiens), P37231; hit rate 0.41% among 200,000; in the data active = activation above about 19%;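 note: 0% = DMSO and 100% = reference agonist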
S1P3 antagonist: S1P3 receptor antagonists, primary screen, cell-based | CHO S1P3 NFAT-BLA reporter, FRET fluorescence, antagonist mode | inhibition, % at 4.98 µM | hit rate 0.27% among 170,000 | AID 485, 2006;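 active = inhibition above the plate cutoff, the mean inhibition of test wells on that plate plus 3 SD, cut at about 28% in these data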;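 note: cells challenged with S1P at its EC80 of 0.8 µM; blue over green emission ratio from cleaved BLA substrate after 4 h stimulation; 0% = S1P-stimulated wells and 100% = unstimulated DMSO-only wells; some compounds past the cut are filed as inactive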
RAM inhibit: inhibitors of the yeast RAM network, primary screen, dse1pr::URA3 reporter, 5-FOA selection | inhibition, % at 50 µM | S. cerevisiae dse1pr::URA3 reporter, 5-FOA growth OD615, 2 d; analog-sensitive cbk1-as2 kinase mutant strain | hit rate 1.8% among 190,000;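 active = inhibition above a set limit, 3 SD over mean compound inhibition, cut at about 8.4% in these data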;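 note: 0% = DMSO-only wells with no growth and 100% = 10 µM 1-NA-PP1 full growth; inhibition rescues growth on 5-FOA so higher OD means more RAM inhibition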
bIAP inh: bovine intestinal alkaline phosphatase inhibitors, primary screen, selectivity assay for TNAP inhibitor project, biochemical, bovine IAP, CDP-star luminescence; alkaline phosphatase, intestinal [Bos taurus]; purified bovine IAP, 30 min; inhibition, % at 20 µM; 190,000 tested, under 10 active;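 active = over 50% inhibition of intestinal alkaline phosphatase at 20 µM in the single-dose screen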
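Assay system: bovine IAP enzyme; medium: DEA buffer 100 mM, pH 9.8, with MgCl2 1.0 mM, ZnCl2 0.02 mM; doses: 20 µM single dose; incubation: enzyme reaction for 30 min at room temperature; detection: CDP-star luminescence signal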
An asterisk follows results filed as active; / = not tested or not shown.

SMILES	PPARg SRC3 recr	HMGR II inh	PPARg SRC-2 ag	ROMK mod	Lmaj promast	Redox H2O2 prof	SRC2 TRFRET art	PPARg SRC-1 ag	S1P3 antagonist	RAM inhibit	bIAP inh
COC(=O)c1cc(NC(=S)N2CCN(c3ccccn3)CC2)cc(C(=O)OC)c1	4	2	9	-0.11	-1	-0.6	1571	1	-14	1.8	-16
Oc1ccc(/C(Cc2ccccn2)=N\Nc2ccccc2)c(O)c1	5	0	3	0.92	18	-0.7	1637	12	-8	-0.3	16
Cc1cc(C)nc(/N=C(/NC(=O)Nc2ccc(Cl)c(Cl)c2)Nc2cccc(Cl)c2)n1	1	-10	-13	/	3	0.6	1211	-8	-8	1.1	7
COc1ccc(NC(=S)NC2CCCCC2)cn1	-6	-2	0	1.4	35	0.3	1614	-13	-20	-0.5	20
c1cncc(-c2nnc3n2CCC3)c1	-14	-5	8	-0.42	2	-3.2	1582	14	-19	0.9	12
O=C1C(=Cc2cccs2)C(=O)c2ccccc21	5	-1	5	/	38	0.1	1447	-2	-6	2.0	-1
Cc1ccc(NC(=O)c2ccncc2)cc1[N+](=O)[O-]	2	-13	2	/	-2	0.1	1595	8	1	1.6	-12
O=c1oc(Nc2cccc(Cl)c2)nc2ccccc12	5	-4	-6	1.5	8	-0.4	1548	-4	-18	0.4	16
CCOc1ccc(N=C2NC(=O)C(CC(=O)Nc3ccccc3)S2)cc1 (stereo not drawn)	4	5	1	0.7	18	-1.5	1555	7	-4	2.9	-4
COc1ccc(-n2cc(CN(C)C(C)c3ccncn3)c(-c3cccc(F)c3)n2)cc1 (stereo not drawn)	0	-2	4	0.0096	35	-0.9	1562	2	-2	0.1	7
CCOC(=O)N1CCN(C(=O)/C(=C/c2cccc3ccccc23)NC(=O)c2ccc(OC)c(OC)c2)CC1	1	3	2	0.052	-2	-0.2	1437	6	-11	1.0	-12
O=C(Nc1ccccc1)c1ccccc1NC(=O)C1CCCCC1	2	0	7	/	4	-7.1	1538	-4	/	1.9	8
CCCN(CCC)CCNc1c(NC2CCN(C(=O)OCC)CC2)c(=O)c1=O	7	4	-7	/	-4	-3.0	1689	6	/	0.3	-12
COc1ccc(/C=C(/C(=O)Nc2ccccc2C(=O)N2CCCC2)c2ccccc2)cc1	0	2	1	-0.62	20	2.7	1404	-6	/	1.4	-3
O=C1C2C(C(=O)N1c1nccs1)C1C=CC2C12CC2 (stereo not drawn)	-9	6	-7	/	2	-0.5	1603	-7	-9	-0.2	6
CC1C=CCC2C(=O)N(c3ccccc3OC(=O)c3cccs3)C(=O)C12 (stereo not drawn)	2	-1	2	0.61	0	-1.6	1499	-3	-7	-0.7	2
Cc1nnsc1C(=O)NC(C)C12CC3CC(CC(C3)C1)C2 (stereo not drawn)	-2	-1	-1	-1.5	-3	-3.5	1500	-3	/	1.1	-1
CN1CCN(C(=O)c2ccc3c(=O)n(-c4ccc(F)cc4)c(=S)[nH]c3c2)CC1	0	-7	-3	0.86	-4	15	1668	2	-20	0.8	7
CCCCN(C(=O)Cc1cccc(F)c1)c1c(N)n(CCC)c(=O)[nH]c1=O	2	0	5	-0.72	2	-1.7	1772	2	-24	2.3	-4
O=C(N/N=C/C=C/c1ccccc1[N+](=O)[O-])c1cccs1	9	-4	0	/	3	0.6	1684	1	-2	0.8	6
CCC(C)N1CCN(C(=O)c2cccs2)CC1 (stereo not drawn)	-1	-3	6	1.3	1	3.0	1440	-4	/	0.5	/
CCN(CC)CC#CCC(O)(c1ccccc1)c1ccc(Br)cc1 (stereo not drawn)	2	9	-4	-0.92	46	0.1	1388	-13	-4	0.2	4
CN(C)S(=O)(=O)c1cccc(NC(=O)COC(=O)CCOc2ccccc2)c1	0	-1	0	0.76	0	0.0	1451	3	-8	1.0	18
CCCNC(=O)CSc1nc2ccccc2c(=O)n1CCC	7	-2	3	-1.4	-2	-0.4	1691	4	-21	1.7	10
O=C(C1CC1)N1CCc2cc(Br)cc(S(=O)(=O)NCCN3CCOCC3)c21	5	-2	4	1.3	0	-0.7	1717	1	/	2.0	2
Clc1ccc(-c2nc(C3CCCCC3)no2)cc1	3	-3	-3	-0.26	-11	-0.6	1545	-1	10	1.0	-7
CC(=O)/C=C1/SC(CC(=O)O)C(=O)N1c1ccccc1 (stereo not drawn)	11	6	-2	0.12	-4	0.5	1522	4	/	0.8	13
CCCOc1ccc(C(NC(=O)CC(C)C)NC(=O)CC(C)C)cc1OC	3	2	8	-0.61	0	-0.4	1617	5	-1	1.5	10
CC(C)C(c1nnnn1CCc1ccccc1)N1CCN(C(=O)c2ccco2)CC1 (stereo not drawn)	-1	-9	4	/	9	0.8	1690	2	-14	2.7	17
CCOc1ccc(NC(=O)CNC(=O)c2cn(-c3ccccc3OC)c(=O)c3ccccc23)cc1	4	-1	4	-0.22	1	1.5	1599	0	/	0.6	-19
CC1(C)CC(O)C(CCC(O)c2ccccc2)C(C)(C)N1 (stereo not drawn)	-6	-2	-5	0.56	-5	-1.0	1474	12	-17	0.5	1
O=C(c1ccc(Cl)cc1)C1CCCN(Cc2cccn2-c2cccnc2)C1 (stereo not drawn)	2	-4	5	/	87*	-1.2	1741	4	19	0.5	7
Clc1ccc(-c2ccnc(-n3cccc3)n2)s1	6	-6	7	0.74	2	-0.3	1522	0	-3	2.6	18
COc1ccc(/C=C/C(=O)c2ccc(Cl)s2)cc1O	-10	0	5	/	92*	0.2	1254	-2	/	3.2	30
CC1CCN(C(=O)c2cccc(S(=O)(=O)N3CCCCC3)c2)CC1	2	-10	0	-0.18	-6	-2.4	1528	3	-21	2.1	-3
CCCCc1ccc(NC(=O)c2ccc(NS(C)(=O)=O)cc2)cc1	2	0	-6	0.91	1	-0.4	1571	0	-10	4.6	-10
Cc1nn(C)c(C)c1N1C(=O)c2cccc3c(Br)ccc(c23)C1=O	10	-11	16	/	1	1.1	1644	4	/	-0.2	4
COc1ccc2c(c1)OC(O)(C(F)(F)F)CC2=O (stereo not drawn)	11	-3	4	1.3	0	-3.7	1588	7	-24	0.0	0
COc1ccc(C(=O)C2CCCN(Cc3cn[nH]c3-c3ccc(F)cc3)C2)cc1OC (stereo not drawn)	4	-2	-2	/	8	-0.6	1470	2	-10	0.4	-19
Cc1ccc(S(=O)(=O)NCCCCCC(=O)Nc2ccccc2)cc1	1	1	5	0.15	1	-0.2	1456	11	11	4.8	-11
COc1ccc(NC(=O)N2CCC(C(=O)c3ccc(F)cc3)CC2)cc1	4	-1	4	/	3	2.6	1477	4	/	2.0	-6
O=c1nc2sc3ccccc3n2c(=O)n1-c1ccc(Cl)cc1	5	3	6	-1.5	16	0.1	1582	1	-18	2.9	4
NNC(=O)CNC(=O)c1ccc(F)cc1	0	-2	-11	/	35	-0.4	1618	3	5	0.9	31
COc1cccc(N2CCN(c3ncccn3)CC2)c1	6	4	-4	0.32	-7	-0.4	1389	4	-22	0.7	3
Cc1ccnc(NS(=O)(=O)c2ccc(NC(=O)c3ccc(C)o3)cc2)n1	16	-3	2	-0.042	-9	0.8	1382	-3	/	1.0	10
O=C(Nc1cccc(Br)c1)c1cc2ccccc2o1	4	-4	-1	/	11	-0.7	1570	1	37	4.6	13
CC(C)CC(=O)c1c[nH]c(C(=O)NCc2cccnc2)c1	-6	-10	-8	0.0044	-9	-1.9	1790	3	-7	-0.1	6
CN(c1ccc(C(=O)NCCSCc2c(F)cccc2Cl)cc1)S(C)(=O)=O	-2	1	0	-0.3	-2	-0.1	1591	2	9	7.2	9
CC(=O)N1CCN(S(=O)(=O)c2cccc(C(=O)Nc3ccc4c(c3)OCO4)c2)CC1	-3	-5	-6	-1.4	1	-0.8	1490	-4	-24	3.3	-16
O=C(/C=C/c1ccc(OCCCF)cc1)NCc1ccc(Cl)c(Cl)c1	1	4	8	/	-2	-4.9	1713	0	/	3.4	11
COC(=O)[C@H](C)NC(=O)NCc1ccco1	-7	-1	-3	0.87	-1	2.1	1615	-1	-3	3.1	3
CCOC(=O)C1=C(C)Nc2nc3ccccc3n2C1c1cccs1 (stereo not drawn)	3	-8	6	0.81	39	0.1	1654	5	0	1.2	-1
CCCS(=O)(=O)N1CCCC(C(=O)NCCN(C)Cc2ccccc2)C1 (stereo not drawn)	-7	-2	-1	/	-2	3.8	1307	-2	-24	-0.1	-2
CCN(CC)S(=O)(=O)c1ccc(N/N=C/c2ccc(OC)c(OC)c2OC)nc1	3	-9	8	-0.081	1	-0.5	1627	6	-8	4.0	-2
CCC1CCCCN1C(=O)c1cc(COc2ccc3ncccc3c2)on1 (stereo not drawn)	2	-4	0	-2.2	12	-0.1	1671	7	25	-0.4	-8
C=CCn1c(SCC(=O)NCc2ccco2)nc2sc3c(c2c1=O)CCCC3	4	-5	-7	-0.044	2	0.3	1310	2	/	2.9	4
Nc1[nH]n2c(=O)cc(-c3ccccc3)nc2c1N=Nc1ccccc1	-5	-8	-6	-0.22	98*	-4.1	1450	-2	/	2.4	23
COc1ccc(N2C(=S)NC3c4cc(Cl)ccc4OC2(C)C3C(=O)N(C)C)cc1 (stereo not drawn)	5	-9	-6	-0.042	5	1.0	1465	-2	-8	-0.7	-4
C=C(C)CSc1nnc2n(Cc3ccccc3)c(=O)c3c4c(sc3n12)CCC4	1	-1	-4	/	-3	0.2	1359	-10	/	3.3	-3
COc1ccc(OC)c(NC2=NC3(CCCC3)N=C(N)N2)c1	-15	-1	12	0.62	1	0.6	1544	11	15	1.3	-18
CC1(C)N=C(SCC(=O)Nc2ccc(Cl)cc2)C(c2ccccc2)=N1	4	3	0	-0.25	35	0.3	1425	-5	/	0.5	8

In a second layout: results already given.
CCC1CCCCN1C(=O)c1cc(COc2ccc3ncccc3c2)on1 (stereo not drawn)
  PPARg SRC3 recr: 2 | HMGR II inh: -4 | PPARg SRC-2 ag: 0 | ROMK mod: -2.2 | Lmaj promast: 12 | Redox H2O2 prof: -0.1 | SRC2 TRFRET art: 1671 | PPARg SRC-1 ag: 7 | S1P3 antagonist: 25 | RAM inhibit: -0.4 | bIAP inh: -8

C=CCn1c(SCC(=O)NCc2ccco2)nc2sc3c(c2c1=O)CCCC3
  PPARg SRC3 recr: 4 | HMGR II inh: -5 | PPARg SRC-2 ag: -7 | ROMK mod: -0.044 | Lmaj promast: 2 | Redox H2O2 prof: 0.3 | SRC2 TRFRET art: 1310 | PPARg SRC-1 ag: 2 | S1P3 antagonist: / | RAM inhibit: 2.9 | bIAP inh: 4

Screening data: PubChem BioAssay, several laboratories
